Screening data deposited in PubChem BioAssay by several laboratories.
STAT1 inh – STAT1 signaling inhibition | inhibition, % at 5.5 µM | NIH 3T3 STAT1-luciferase reporter, IFN-gamma, luminescence | 200,000 compounds, 0.35% hits;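 active means inhibition above a set limit, the mean inhibition across all tested compounds plus 3 SD, cut at about 34% in these data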;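 further: 0% = IFN-gamma with DMSO and 100% = IFN-gamma with 300 µM nifuroxazide; values of inactives mirror those of a sister screen read the other way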
SRC2 TRFRET art – TR-FRET artefact, counter-screen to PPARgamma/SRC-2 agonist assay; stronger effect = higher value; TR-FRET ratio at 8 µM; 200,000 compounds, 0.4% hits; AID 1049; in the data active means TR-FRET ratio above about 2000; further: inactives centre near 1500
RAM network inh – yeast RAM network inhibition | S. cerevisiae dse1pr::URA3 reporter, 5-FOA growth OD615, 2 d; analog-sensitive cbk1-as2 kinase mutant strain | inhibition, % at 50 µM | 190,000 compounds, 1.8% hits | AID 868;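 active means inhibition above a set limit, 3 SD over mean compound inhibition, cut at about 8.4% in these data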;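 further: 0% = DMSO-only wells with no growth and 100% = 10 µM 1-NA-PP1 full growth; inhibition rescues growth on 5-FOA so higher OD means more RAM inhibition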
S1P3 antag – blocks the human S1P3 receptor | Q99500 | CHO S1P3 NFAT-BLA reporter, FRET fluorescence, antagonist mode | inhibition, % at 4.98 µM | 170,000 compounds, 0.27% hits | AID 485;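 active means inhibition above the plate cutoff, the mean inhibition of test wells on that plate plus 3 SD, cut at about 28% in these data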;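 further: cells challenged with S1P at its EC80 of 0.8 µM; blue over green emission ratio from cleaved BLA substrate after 4 h stimulation; 0% = S1P-stimulated wells and 100% = unstimulated DMSO-only wells; some compounds past the cut are filed as inactive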
TLR4 MyD88 comp – TLR4-MyD88 interaction inhibition in cells; O00206+Q99836; AID 861; inhibition, % at 8.4 µM; 200,000 compounds, 0.18% hits; HeLa CL3-4 TLR4/MyD88 BLA complementation, FRET ratio; in the data active means inhibition above about 25%;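 further: 0% = vehicle and 100% = reference inhibitor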
Target sequence (O00206 whole entry, looked up): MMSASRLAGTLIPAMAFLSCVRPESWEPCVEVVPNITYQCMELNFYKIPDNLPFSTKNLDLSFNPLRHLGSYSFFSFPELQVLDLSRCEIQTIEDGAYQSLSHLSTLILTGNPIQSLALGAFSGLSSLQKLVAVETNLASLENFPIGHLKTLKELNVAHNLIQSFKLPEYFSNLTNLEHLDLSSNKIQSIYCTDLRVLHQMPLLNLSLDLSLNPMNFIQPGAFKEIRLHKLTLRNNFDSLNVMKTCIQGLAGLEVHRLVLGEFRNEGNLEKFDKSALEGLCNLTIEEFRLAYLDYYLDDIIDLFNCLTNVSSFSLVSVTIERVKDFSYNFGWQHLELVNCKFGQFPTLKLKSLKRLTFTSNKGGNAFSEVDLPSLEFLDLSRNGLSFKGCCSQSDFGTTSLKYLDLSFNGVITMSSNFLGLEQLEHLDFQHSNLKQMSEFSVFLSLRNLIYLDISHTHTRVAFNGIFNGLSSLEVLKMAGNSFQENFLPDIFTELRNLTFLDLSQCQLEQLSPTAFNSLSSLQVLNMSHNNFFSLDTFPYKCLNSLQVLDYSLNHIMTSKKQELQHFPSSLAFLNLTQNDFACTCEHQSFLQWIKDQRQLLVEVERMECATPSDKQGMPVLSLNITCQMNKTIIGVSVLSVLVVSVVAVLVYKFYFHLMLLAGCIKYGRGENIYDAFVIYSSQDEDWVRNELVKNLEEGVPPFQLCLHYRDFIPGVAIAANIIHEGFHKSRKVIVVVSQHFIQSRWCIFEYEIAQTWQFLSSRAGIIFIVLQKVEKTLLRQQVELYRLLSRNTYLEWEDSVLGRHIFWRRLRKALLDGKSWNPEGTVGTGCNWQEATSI
Target sequence (Q99836 whole entry, looked up): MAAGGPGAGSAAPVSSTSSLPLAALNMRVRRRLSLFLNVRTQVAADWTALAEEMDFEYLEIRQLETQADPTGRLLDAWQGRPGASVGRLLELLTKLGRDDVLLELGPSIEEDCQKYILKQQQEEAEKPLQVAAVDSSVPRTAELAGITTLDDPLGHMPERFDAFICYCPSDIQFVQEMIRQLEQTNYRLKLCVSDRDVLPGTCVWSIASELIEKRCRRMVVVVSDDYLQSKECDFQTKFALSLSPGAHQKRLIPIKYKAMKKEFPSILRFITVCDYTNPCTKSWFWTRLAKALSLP
PPARg SRC-1 ag – PPARgamma-driven SRC-1 recruitment agonism. AID 631. PPARgamma-SRC-1 coactivator recruitment biochemical assay. P37231. 200,000 compounds, 0.41% hits. activation, % at 8 µM; in the data active means activation above about 19%;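 further: 0% = DMSO and 100% = reference agonist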
STAT3 inh – STAT3 signaling inhibition; U3A cells, IL-6 STAT3-luciferase reporter, luminescence; host cell line lacks STAT1; inhibition, % at 5.5 µM; 190,000 compounds, 0.89% hits;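 active means inhibition above the mean inhibition across all screened compounds plus 3 SD, cut at about 44% in these data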;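 further: 0% = DMSO only wells and 100% = 100 µM nifuroxazide control wells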
PPARg SRC3 recr – PPARgamma-driven SRC-3 recruitment agonism; P37231; biochemical PPARgamma/SRC-3 coactivator recruitment assay; activation, % at 8 µM; 200,000 compounds, 0.26% hits; AID 731; in the data active means activation above about 23%;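 further: 0% = DMSO and 100% = reference agonist; some compounds past the cut are filed as inactive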
PPARg SRC2 recr – agonists of SRC-2 recruitment by human PPARgamma; 200,000 compounds, 0.34% hits; activation, % at 8 µM; P37231; PPARgamma LBD-SRC-2 recruitment, biochemical; in the data active means activation above about 22%;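 further: 0% = vehicle and 100% = reference agonist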
ROMK mod – human ROMK K+ channel modulation, primary screen | P48048 | Tet-inducible ROMK, thallium flux fluorescence; actives lie on both sides | B-score at 10 µM | 130,000 compounds, 2% hits | AID 1918;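 active means signal ratio slope over the read window, or its plate-corrected B-score, at least 3 SD from the plate mean, either direction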;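 further: B-score of the F/F0 ratio slope over 7 to 12 s after thallium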
STAT3 activator – increases IL-6 driven STAT3 reporter signal; activation (% of control), % at 5.6 µM; U3A cells, IL-6 STAT3-luciferase reporter, luminescence; 100% = signal with IL-6 EC80 alone; 190,000 compounds, 0.91% hits;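 active means activation above the screen-wide mean of compound activation plus 3 SD, cut at about 130% in these data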;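 further: 0% = background luminescence of wells with medium and substrate only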
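Test system: Human STAT1-deficient U3A cells with stable STAT3-luciferase reporter | Also added: Interleukin-6, 33 ng/mL | Timing: Compound pre-incubation 1 h before IL-6, then 6 h stimulation at 37 °C | Technique: Luciferase reporter luminescence | Read-out: Percent of IL-6-only median luminescence | Benchmarks: IL-6-only wells as 100% reference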
The depositor's hits bear a star; · = not tested or not shown.

Keys: A = STAT1 inh; B = SRC2 TRFRET art; C = RAM network inh; D = S1P3 antag; E = TLR4 MyD88 comp; F = PPARg SRC-1 ag; G = STAT3 inh; H = PPARg SRC3 recr; I = PPARg SRC2 recr; J = ROMK mod; K = STAT3 activator
1. COc1ccc(-c2cn[nH]c2N)cc1
  A: 3	B: 1661	C: 1.8	D: ·	E: -8	F: 4	G: -2	H: 0	I: -5	J: 0.84	K: 102
2. C=CCNC(=S)NNC(=O)c1ccc(=O)n(Cc2ccccc2)c1
  A: 1	B: 1530	C: -1.1	D: -20	E: -13	F: -5	G: 6	H: 4	I: 9	J: 1.5	K: 98
3. Cc1ccc(NC(=O)Nc2ccccc2C#N)c(Cl)c1
  A: -4	B: 1568	C: -0.4	D: ·	E: 11	F: 2	G: 18	H: 6	I: 7	J: ·	K: 88
4. N#Cc1ccc(OCc2nnc(SCC(=O)c3ccccc3)n2-c2ccccc2)cc1
  A: -5	B: 1636	C: 0.6	D: ·	E: 0	F: 4	G: 2	H: -5	I: 4	J: -0.032	K: 99
5. C=CCNc1nc(-c2ccc([N+](=O)[O-])cc2)cs1
  A: -58	B: 1443	C: 0.0	D: 29*	E: -12	F: 8	G: 24	H: 6	I: 7	J: -1.4	K: 82
6. O=C(c1cc(-c2ccco2)on1)N1CCOCC1
  A: -8	B: 1488	C: 2.0	D: -14	E: -13	F: 5	G: 7	H: -12	I: 2	J: ·	K: 97
7. CCCCNC(=O)NC(C(=O)OC)C12CC3CC(CC(C3)C1)C2 (stereo not drawn)
  A: 9	B: 1544	C: 0.8	D: -8	E: -6	F: 8	G: 2	H: 6	I: 3	J: 0.47	K: 102
8. CCCCCCCC(=O)NNC(=O)CC(=O)Nc1ccccc1C(=O)O
  A: 6	B: 1442	C: 0.2	D: -13	E: -2	F: 1	G: -6	H: -8	I: -4	J: ·	K: 108
9. Oc1ccc(-c2[nH]ncc2-c2cccc3cccnc23)c(O)c1
  A: 2	B: 1504	C: 1.8	D: 17	E: 0	F: 3	G: 25	H: 0	I: -1	J: -0.78	K: 80
10. CCOCCCNC(=O)CNC(=S)N(Cc1ccccc1F)C1CCCCC1
  A: -6	B: 1590	C: 0.0	D: ·	E: 1	F: -4	G: -2	H: -6	I: -8	J: ·	K: 106
11. COC(=O)c1ccc(/C=N/OCC(=O)Nc2cc(F)ccc2F)cc1
  A: -10	B: 1536	C: 4.7	D: -8	E: -5	F: 3	G: -8	H: 2	I: -3	J: -0.22	K: 111
12. COc1ccc2nc(N3CCC(C)CC3)c(C#N)cc2c1
  A: -13	B: 1393	C: -0.5	D: -5	E: 18	F: -7	G: 17	H: -6	I: 1	J: ·	K: 88
13. CCOCCCNC(=O)Cn1cc2c(n1)CCCCC2
  A: 0	B: 1438	C: 0.9	D: -8	E: -3	F: -4	G: 9	H: 6	I: 6	J: ·	K: 97
14. CCOc1cc(C(=O)NC(C)c2ccncc2)cc(OCC)c1OCC (stereo not drawn)
  A: -4	B: 1511	C: 0.7	D: -9	E: 6	F: -5	G: 1	H: -3	I: 10	J: -0.012	K: 102
15. CCOc1c2ccc(C(=O)NC3CCCc4ccccc43)cc2nn1CC (stereo not drawn)
  A: 5	B: 1615	C: 0.2	D: ·	E: -17	F: -2	G: 4	H: 9	I: 4	J: ·	K: 100

The list continues:
Keys: A = STAT1 inh; B = SRC2 TRFRET art; C = RAM network inh; D = S1P3 antag; E = TLR4 MyD88 comp; F = PPARg SRC-1 ag; G = STAT3 inh; H = PPARg SRC3 recr; I = PPARg SRC2 recr; J = ROMK mod; K = STAT3 activator
16. COC(=O)c1sccc1NC(=O)c1ccc(OC)cc1
  A: -1	B: 1608	C: 3.4	D: -23	E: 0	F: 0	G: -19	H: -18	I: 2	J: ·	K: 116
17. CCNS(=O)(=O)c1ccc(NC(=O)c2c(-c3ccccc3)noc2C)cc1
  A: 4	B: 1367	C: 3.7	D: -12	E: -6	F: 11	G: 15	H: 0	I: -5	J: 0.31	K: 91
18. CCn1c(SCC(N)=O)nc2ccccc2c1=O
  A: 7	B: 1696	C: 1.1	D: -8	E: 8	F: 7	G: 4	H: 9	I: 8	J: 1.1	K: 99
19. O=C(NNC(=S)Nc1cccc(C(F)(F)F)c1)c1ccc(Cl)cc1Cl
  A: 2	B: 1530	C: 1.8	D: 4	E: 4	F: -4	G: 15	H: 4	I: 12	J: ·	K: 88
20. Cc1n[nH]c(=S)c2nn(-c3ccccc3F)c(C)c12
  A: 10	B: 1587	C: -0.6	D: ·	E: 0	F: 8	G: 13	H: 7	I: 8	J: -0.24	K: 89
21. CSc1nnc2c(n1)OC(c1ccccn1)N(C(C)=O)c1ccccc1-2 (stereo not drawn)
  A: -5	B: 1656	C: 1.0	D: -28	E: 15	F: -1	G: 2	H: 0	I: 3	J: ·	K: 102
22. CCOc1ccc(S(=O)(=O)n2cc(F)c(=O)[nH]c2=O)cc1
  A: 1	B: 1639	C: 2.2	D: 6	E: -10	F: -1	G: 10	H: 2	I: 0	J: 0.86	K: 95
23. COc1ccccc1N1CCN(CC(=O)Nc2ccc(-n3cnnn3)cc2)CC1
  A: 4	B: 1517	C: -0.8	D: 3	E: 10	F: -2	G: 7	H: 2	I: -4	J: -0.81	K: 99
24. CC(C)N(Cc1ccccc1)C(=O)COC(=O)c1cnccn1
  A: -2	B: 1451	C: 1.1	D: -8	E: -8	F: -10	G: 4	H: -4	I: 4	J: 0.024	K: 101
25. COc1ccc(S(=O)(=O)NCCSCc2ccco2)cc1Cl
  A: -5	B: 1436	C: -0.5	D: 12	E: 7	F: 5	G: 5	H: -4	I: 10	J: -1.9	K: 99
26. CC(C(N)=O)N1c2cccc3cccc(c23)S1(=O)=O (stereo not drawn)
  A: 3	B: 1575	C: 1.6	D: -20	E: -16	F: 2	G: 2	H: 7	I: 7	J: -0.48	K: 107
27. CCCN1CCc2c(sc(NC(=S)NC(=O)c3ccccc3)c2C#N)C1
  A: -20	B: 1699	C: 1.0	D: -4	E: -7	F: 2	G: -7	H: 7	I: 6	J: -0.35	K: 112
28. C(=N\c1ncnc2sccc12)/NOCc1ccccc1
  A: 12	B: 1669	C: -0.9	D: ·	E: -8	F: -3	G: 35	H: -6	I: -5	J: ·	K: 75
29. CN(C)c1ccc(/C=N\NC(=O)CC#N)cc1
  A: -11	B: 1728	C: 2.2	D: -5	E: 5	F: 12	G: 2	H: 4	I: 5	J: 0.59	K: 102
30. CC1=NOC(=O)/C1=C\c1ccc(-c2cccc(Cl)c2)o1
  A: -1	B: 1647	C: 3.0	D: ·	E: 13	F: 10	G: -37	H: 15	I: 10	J: ·	K: 137*

Remaining list, next part
Keys: A = STAT1 inh; B = SRC2 TRFRET art; C = RAM network inh; D = S1P3 antag; E = TLR4 MyD88 comp; F = PPARg SRC-1 ag; G = STAT3 inh; H = PPARg SRC3 recr; I = PPARg SRC2 recr; J = ROMK mod; K = STAT3 activator
31. COc1ccc(OC)c(S(=O)(=O)Nc2ccc(C)c(C)c2)c1
  A: -3	B: 1276	C: 0.1	D: ·	E: 10	F: -2	G: -13	H: -3	I: -7	J: 0.15	K: 108
32. CCN1CCN(CC(=O)Nc2cccc(C)c2)C(=O)C1=O
  A: -1	B: 1607	C: ·	D: -28	E: 4	F: 8	G: -2	H: -4	I: -1	J: ·	K: 105
33. Nn1c(=O)c2ccccc2n2c(SCc3ccc(C(F)(F)F)cc3)nnc12
  A: 2	B: 1529	C: 8.6*	D: ·	E: -10	F: -3	G: 12	H: -2	I: 3	J: 0.19	K: 90
34. CCN(CC)c1ccc(/C=N/N2CCN(Cc3ccccc3)CC2)cc1
  A: -4	B: 1695	C: 0.8	D: 0	E: 8	F: 9	G: 3	H: 3	I: 11	J: 0.64	K: 103
35. O=C(COc1ccccc1)N1CCN(C(=O)c2cccs2)CC1
  A: 4	B: 1587	C: 1.2	D: -3	E: -3	F: 7	G: 15	H: 0	I: 1	J: 0.38	K: 92
36. CC1CCN(c2ccccc2NC(=O)c2ccc(N3CCOCC3)c([N+](=O)[O-])c2)CC1
  A: -1	B: 1680	C: 5.4	D: ·	E: 2	F: 13	G: 8	H: 7	I: 1	J: ·	K: 101
37. Cc1ccc(-n2cc(S(=O)(=O)c3ccc(C)cc3)[nH]c2=O)cc1
  A: -4	B: 1541	C: 5.4	D: 2	E: 2	F: 16	G: 3	H: 6	I: -3	J: -0.48	K: 104
38. O=C(O)c1ccc(Nc2ncnc3scc(-c4ccccc4)c23)cc1
  A: 0	B: 1366	C: 4.9	D: -20	E: -9	F: -8	G: 3	H: -2	I: -3	J: -0.45	K: 100
39. COc1ccc2nc3ccccc3nc2c1NC(=O)c1ccccc1Cl
  A: -9	B: 1726	C: 5.0	D: -13	E: -13	F: 13	G: 7	H: 4	I: 10	J: -0.8	K: 99
40. CC(=O)/C(=N\Nc1ccc(C)cc1)N1CCOCC1
  A: 5	B: 1283	C: -1.6	D: ·	E: -10	F: -4	G: -2	H: -10	I: -9	J: ·	K: 102
41. Cc1cc(C(=O)COC(=O)c2ccncc2)c(C)n1Cc1ccco1
  A: -31	B: 1665	C: 1.1	D: 5	E: 5	F: 6	G: -10	H: 2	I: 6	J: -1.2	K: 114
42. CCC1(C)N([O-])C(C)=C(c2ccccc2)[N+]1=O (stereo not drawn)
  A: -14	B: 1491	C: -0.7	D: ·	E: -7	F: -1	G: 6	H: -1	I: 4	J: -0.63	K: 100
43. CCN(CC)CCn1c(SCC(=O)NCCC2=CCCCC2)nc2c(sc3ccccc32)c1=O
  A: -5	B: 1616	C: 1.1	D: 6	E: -7	F: 12	G: 4	H: 6	I: 7	J: 0.25	K: 98
44. COc1ccc(N(C(=O)Cn2nnc3ccccc32)C(C(=O)NC(C)(C)C)c2ccc(OC)c(O)c2)cc1 (stereo not drawn)
  A: -7	B: 1532	C: 1.2	D: 5	E: -3	F: 1	G: 12	H: 8	I: 0	J: -0.87	K: 92

Two records picked at random from the list so far:
Keys: A = STAT1 inh; B = SRC2 TRFRET art; C = RAM network inh; D = S1P3 antag; E = TLR4 MyD88 comp; F = PPARg SRC-1 ag; G = STAT3 inh; H = PPARg SRC3 recr; I = PPARg SRC2 recr; J = ROMK mod; K = STAT3 activator
40. CC(=O)/C(=N\Nc1ccc(C)cc1)N1CCOCC1
  A: 5	B: 1283	C: -1.6	D: ·	E: -10	F: -4	G: -2	H: -10	I: -9	J: ·	K: 102
4. N#Cc1ccc(OCc2nnc(SCC(=O)c3ccccc3)n2-c2ccccc2)cc1
  A: -5	B: 1636	C: 0.6	D: ·	E: 0	F: 4	G: 2	H: -5	I: 4	J: -0.032	K: 99
